High-throughput results as filed in PubChem BioAssay.
ABHD4 inh = ABHD4 (mouse) inhibition, primary FP screen | inhibition, % at 8.92 µM | Q8VD66 | purified mABHD4, FP-Rh probe fluorescence polarization | 0.54% of 370,000 active;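 active = inhibition exceeding the mean over every tested compound plus 3 SD, cut at about 30% in these data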;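 note: 0% = plate median of compound wells and 100% = S159A mutant with DMSO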
Target sequence (Q8VD66 whole entry, looked up): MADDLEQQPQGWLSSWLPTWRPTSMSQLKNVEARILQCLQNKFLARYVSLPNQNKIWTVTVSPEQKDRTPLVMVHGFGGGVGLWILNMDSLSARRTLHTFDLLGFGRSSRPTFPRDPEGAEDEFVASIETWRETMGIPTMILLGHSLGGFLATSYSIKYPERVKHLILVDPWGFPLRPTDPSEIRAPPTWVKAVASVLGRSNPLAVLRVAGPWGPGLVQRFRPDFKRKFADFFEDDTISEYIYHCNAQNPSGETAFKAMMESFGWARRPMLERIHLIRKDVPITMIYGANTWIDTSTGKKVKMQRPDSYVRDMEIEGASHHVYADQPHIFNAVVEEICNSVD
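Test system: mABHD4 protein; Read-out basis: % inhibition; Incubation: 45 min + 60 min at 25 °C; Repeats: single replicate; Technique: fluorescence polarization with parallel and perpendicular emission, 525/598 nm; Compound: 8.92 µM, single dose; Benchmarks: full inhibition S159A mutant plus DMSO, zero as sample-well median.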
SIAE primary = human SIAE inhibition, primary screen | Q9HAT2 | SIAE FP-Rh probe binding, fluorescence polarization | inhibition, % at 9.66 µM | 0.69% of 370,000 active;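 active = inhibition above a cutoff: mean of compounds within the control limits plus 3 SD of those, cut at about 17% in these data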;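 note: 0% = plate median of compound wells and 100% = probe without SIAE protein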
Target sequence (Q9HAT2 whole entry, looked up): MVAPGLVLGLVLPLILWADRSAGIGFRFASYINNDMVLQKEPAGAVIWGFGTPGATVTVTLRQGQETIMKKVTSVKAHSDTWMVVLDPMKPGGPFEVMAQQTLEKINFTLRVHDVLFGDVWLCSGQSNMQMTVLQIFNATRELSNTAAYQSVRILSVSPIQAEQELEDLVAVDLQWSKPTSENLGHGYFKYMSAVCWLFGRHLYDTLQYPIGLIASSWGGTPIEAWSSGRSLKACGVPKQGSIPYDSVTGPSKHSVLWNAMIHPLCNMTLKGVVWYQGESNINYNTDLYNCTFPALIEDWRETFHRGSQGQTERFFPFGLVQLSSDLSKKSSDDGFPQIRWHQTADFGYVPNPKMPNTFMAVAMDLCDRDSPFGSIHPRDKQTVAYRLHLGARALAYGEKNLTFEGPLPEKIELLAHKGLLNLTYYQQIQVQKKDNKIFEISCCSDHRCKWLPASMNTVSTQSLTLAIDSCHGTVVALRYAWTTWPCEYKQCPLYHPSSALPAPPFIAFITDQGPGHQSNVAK
PG9 Ab binder = binds the HIV-1 gp120 antibody PG9 | 0.43% of 360,000 active | TR-FRET gp120-PG9 antibody binding | inhibition, % at 6.7 µM; in the data active = inhibition above about 8.5%
HTRA1 inh = HTRA1 (human) protease inhibition; Q92743; recombinant HTRA1, FP-rhodamine activity-based probe, fluorescence polarization; inhibition, % at 5.96 µM; 0.5% of 340,000 active; AID 504803; in the data active = inhibition above about 36%;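 note: 0% = enzyme with DMSO and 100% = wells lacking enzyme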
TCR CD3 inh = human TCR-CD3 binding inhibition; inhibition, % at 9.4 µM; TAMRA-labeled TCR probe fluorescence, biochemical; 0.37% of 360,000 active; AID 651800; in the data active = inhibition above about 19%;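 note: recombinant mutant TCR 2C K166C tagged with TAMRA read by polarization; 0% = receptor in buffer alone and 100% = receptor with positive control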
TDP2 inh = TDP2 (human) inhibition, absorbance primary screen; 0.34% of 370,000 active; AID 720702; recombinant TDP2, T5PNP hydrolysis, p-nitrophenol absorbance 415 nm; inhibition, % at 12.8 µM;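 active = inhibition above the mean of all tested compounds plus 3 SD, set per campaign, cut at about 25% in these data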;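 note: 0% = DMSO with enzyme and 100% = buffer with substrate but no TDP2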
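System – recombinant human TDP2 · Quantity – TDP2 enzyme at 120 nM final · Doses – single concentration, 12.8 µM nominal, with 1% DMSO · Incubation – 2 h at 37 °C · Measured by – epi absorbance of p-nitrophenol freed from T5PNP by hydrolysis · Read-out – % inhibition relative to enzyme-containing and enzyme-free wells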
LEDGF integ inh = blocks HIV-1 LEDGF/p75-dependent DNA integration; TR-FRET IN-LEDGF/p75 DNA integration, Eu/Cy5; inhibition, % at 3.7 µM; 0.64% of 370,000 active;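 active = inhibition above the screen-wide mean plus 3 SD, cut at about 13% in these data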;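 note: signal is the Cy5 over europium emission ratio at 671 and 618 nm; 0% = plate median of compound wells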
Tn7 DDE FP = inhibitors of Tn7 peptide binding to human fibrin DD(E) | inhibition, % at 8.3 µM | 0.13% of 370,000 active | FP displacement of FITC-Tn7 peptide from fibrin DD(E); 0% = median of compound wells per plate | AID 720508 | P02675;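 active = inhibition above the mean of compounds falling within the control limits plus 3 SD of them, cut at about 14% in these data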;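 note: 0% = plate median of compound wells and 100% = 10 µM Aha-Tn7 peptide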
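Assay system: human fibrin DD(E). Input: DD(E) 2 µM final. Medium: Tris buffer with calcium and detergent, pH 7.8. Compound dosing: single point at 8.3 µM. Timing: 10 min plus 3 h, room temperature. Technique: fluorescence polarization of the labelled Tn7 tracer. Read-out: percent inhibition. Replicates: singlicate testing.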
UHRF1 binding = UHRF1 methyl-DNA binding inhibition | Q96T88 | UHRF1 binding to methylated oligo, TR-FRET | inhibition, % at 4.4 µM | 0.75% of 370,000 active; in the data active = inhibition above about 21%;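 note: UHRF1 SRA domain binding a hemimethylated CpG hairpin DNA probe; 0% = median of test compound wells and 100% = reference inhibitor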
PRMT1 inh = PRMT1 (human) inhibition, primary screen | Q99873 | recombinant PRMT1, activity-based probe fluorescence polarization | inhibition, % at 2.79 µM | 1.3% of 370,000 active | AID 652257;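 active = inhibition above about 21% made by adding two undisclosed values, limit read from the data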
The depositor's hits bear a star; · = no result given. Compounds were not picked by outcome. About 4.2% of those tested had a hit in this group.

UHRF1 binding	SIAE primary	ABHD4 inh	HTRA1 inh	LEDGF integ inh	Tn7 DDE FP	TDP2 inh	PG9 Ab binder	PRMT1 inh	TCR CD3 inh	SMILES
-1	12	11	-21	-3	-1	-5	-0.3	-4	1	COc1cc(C=NNC(=S)Nc2ccc(S(=O)(=O)N3CCCCC3)cc2)cc(OC)c1OC
0	1	0	-7	-4	6	8	1.6	0	-3	Cc1c(Cl)cn2c(=O)cc(CN3CCN(c4ccccc4)CC3)nc2c1Cl
0	2	6	6	5	-8	-5	-3.0	3	-8	COc1ccc(C2C(C#N)=C(N)OC3=C2C(=O)CC(C)(C)C3)c([N+](=O)[O-])c1OC (stereo not given)
1	6	-3	0	4	-3	-3	-0.5	-4	7	CCCCS(=O)c1snnc1C (stereo not given)
7	5	0	2	-1	0	13	1.0	3	4	CCc1cc(=O)oc2c(CNCc3ccc(OC)cc3OC)c(O)c(Cl)cc12
-2	3	1	-1	5	-7	-4	-3.8	-1	4	CCOC(=O)c1ccc(OC)c(OC)c1Cl
2	5	0	1	3	-9	-7	-3.2	-4	-1	CCn1c(O)c(C(C#N)=C2N=c3ccccc3=N2)c2ccccc21
-2	11	4	3	-4	-5	6	-1.5	1	-4	O=c1c2cc(NC(=S)N3CCCCCC3)ccc2nc2n1CCCCC2
1	-1	-1	0	0	9	1	0.5	2	9	C=CCn1c(Cc2cccs2)nnc1SCC(=O)Nc1ccc(OC)c(OC)c1
3	8	-1	4	-3	8	1	-1.9	4	-2	Cc1[nH]c2ccc(C(=O)NCCCN3CCCC3)cc2c1C
-1	6	2	-2	1	8	14	2.8	-2	-5	CCCNC(=O)c1nn2cc(Br)cnc2c1Cl
2	-2	0	-5	1	-7	0	-2.2	-4	5	Cc1c(NC(=O)c2cc(-c3ccccc3)on2)c(=O)n(-c2ccccc2)n1C
4	-6	-5	-5	7	2	-18	-1.1	-5	-2	COc1ccc(-n2nc(C(=O)NCC(=O)NCCCN3CC(C)CC(C)C3)c3ccccc3c2=O)cc1Cl (stereo not given)
-2	0	1	-2	-3	5	-1	1.0	1	2	CCCN(CC(=O)Nc1ccccc1C)C(=O)c1ccc(N2CCCCCC2)c([N+](=O)[O-])c1
-1	4	0	1	-3	0	2	-4.2	-1	-4	O=C(CSc1ncnc2c1oc1ccccc12)N1CCN(c2ccccc2)CC1
4	-2	-10	4	1	-1	-11	-0.9	7	1	CCCC(=O)Nc1c(-c2ccccc2)c(=O)c(C)nn1-c1ccccc1
-1	6	1	4	2	-1	-1	-4.1	-1	4	O/N=C(\Cn1ccnc1)c1ccccc1
-3	4	-3	-3	-1	5	10	-0.8	2	1	O=C(Nc1cccc(Cl)c1)c1cc(F)cc2c1OCOC2
0	-1	2	-1	-4	3	5	-1.1	4	3	CC(=O)Nc1ccc(NC(=O)C(C)OC(=O)CCCN2C(=O)c3cccc4cccc(c34)C2=O)cc1 (stereo not given)
1	-9	-7	-1	5	-1	-11	-1.2	-4	1	C=CCN(c1ccccc1)S(=O)(=O)c1cccc(C(=O)N(CC)CC(=O)Nc2c(F)cccc2F)c1
3	-10	4	-3	-3	3	-7	0.4	2	0	Cc1cc(C)nc(NS(=O)(=O)c2ccc(N/C=C\C(=O)c3cccs3)cc2)n1
-3	0	-1	-4	0	0	2	0.0	0	3	COc1ccc(CCCC(=O)Nc2ccc(F)cc2)cc1
2	-1	-4	-9	-1	1	-1	0.8	-3	4	CCc1nc2ccccc2n1Cc1ccccc1OC
4	-3	-27	-30	12	-2	-18	-1.5	0	-14	CCc1nc(N2CCN(C(=S)NCCCOC)CC2)c2c3c(sc2n1)CCCC3
1	-7	-1	0	0	1	-13	-1.4	-2	-2	O=S(=O)(CCN1CCSCC1)c1ccc(Cl)cc1
1	0	1	4	1	2	16	-1.1	-1	5	O=C(CCc1cn2ccccc2n1)NC1CCCc2c1cnn2-c1ccccc1F (stereo not given)
-2	4	-5	-3	-1	2	10	-1.1	-1	14	Cc1ccc(OCc2cc(C(=O)N(C)CCn3ccnc3C)no2)cc1C
0	2	0	·	1	-1	5	0.1	0	0	COCc1cn(CC[C@@H]2CC[C@@H](NC(=O)Nc3ccc4c(c3)OCO4)[C@@H](CO)O2)nn1
-3	4	-1	5	1	-4	14	-0.9	-1	4	Cc1cc(C(=O)COc2ccccc2C(N)=O)c(C)n1C
14	-3	5	·	2	10	-1	-0.2	2	-1	O=C1c2ccccc2C(c2nnnn2Cc2ccccc2)N1Cc1ccc2c(c1)OCO2 (stereo not given)
0	5	2	·	-1	9	5	·	0	·	C=CCN1C(=O)[C@H](CC(=O)N2CCCCC2)[C@@]2(C(=O)OCC)CCCC=C12
7	11	-1	6	5	-2	0	0.7	1	4	Nc1nc(SCC(=O)NCc2ccco2)[nH]c(=O)c1-c1ccccc1
2	6	10	10	-4	6	11	19*	6	-2	CCCCn1c(SCC(=O)NCc2ccccc2)nc2ccc(N3CCOCC3)cc2c1=O
-2	-5	-3	10	-2	10	0	-1.9	-1	4	COc1ccc(CNC(=O)COC(=O)c2n[nH]c3ccccc23)cc1OC
-8	-6	-2	·	-1	1	4	-0.6	1	4	COc1ccc(-c2cc(NC(C)=O)c3ncc(-c4ccc(F)cc4)n3c2)cc1OC
7	0	-7	-4	3	-1	-5	3.6	11	1	Cc1ccc(C(=O)NCc2ccco2)cc1S(=O)(=O)N1CCCCC1
-1	2	-2	·	1	-1	7	-0.9	-4	-3	Cn1nc(C(C)(C)C)cc1C(=O)N1CCCCC1c1cc(C(=O)Nc2cccc(C#N)c2)no1 (stereo not given)
10	1	5	·	-2	2	11	0.1	3	6	O=C(Nc1cccc(F)c1)Nc1nnc([C@@H]2O[C@H](CO)[C@@H](O)[C@H]2O)s1
-2	6	0	-6	18*	5	-2	0.3	-4	7	O=C(COc1ccccc1[N+](=O)[O-])NCCC1=CCCCC1
0	-7	-3	0	0	2	-3	-4.0	-6	1	CCNC(=O)C1=C(O)c2sccc2N(C)S1(=O)=O
3	0	3	-1	3	-11	-11	1.4	-2	-1	COc1ccc(Cl)cc1NC(=O)N1CCN(S(C)(=O)=O)CC1
1	1	0	0	-3	2	9	-0.6	4	-3	CCN(CC(=O)Nc1cc(Cl)ccc1C)C(=O)C1CCCCC1
2	-2	3	-6	-3	1	-2	0.6	6	-2	O=C(NCc1cccs1)C1CCCN(S(=O)(=O)c2cnc[nH]2)C1 (stereo not given)
1	2	3	-16	6	2	0	-1.7	-8	6	COc1ccccc1C1CCN(Cc2ccc3ccccc3c2)CC1
-1	5	1	-6	-2	8	14	-0.1	0	5	O=C(Cn1ccc(NC(=O)OCc2ccccc2)nc1=O)NCc1ccccn1
-2	-4	-11	-22	14*	-4	0	1.0	3	2	CC(C)NC(=O)N(C)C[C@@H]1Oc2ccc(NC(=O)Nc3ccc(C(F)(F)F)cc3)cc2CC(=O)N([C@H](C)CO)C[C@@H]1C
1	4	-2	-23	5	-3	-3	1.7	2	1	Cc1ccc(-c2nnc(SC(C)C(=O)NCC3CCCO3)nc2-c2ccc(C)cc2)cc1 (stereo not given)
-2	1	3	-2	-4	1	-6	-0.6	-1	7	CCOc1cc(-c2noc(CCC(=O)Nc3cccnc3)n2)ccc1OC
-2	-5	-4	-3	-2	-2	0	0.8	2	3	COC(=O)c1sccc1NC(=O)Nc1cccc(Cl)c1Cl
-1	-1	0	-6	-2	2	2	-3.6	0	4	O=C1CCN(Cc2ccc(O)cc2)CCN1[C@H](CO)c1ccccc1
1	6	-9	-14	4	-3	9	0.9	-4	3	CCOC(=O)c1c(CN2CCN(c3ccccc3)CC2)oc2cc(Br)c(O)cc12
-2	4	3	7	-1	8	-6	-0.4	0	1	CN(c1ccccc1)S(=O)(=O)c1cccc(NC(=O)C2CCCO2)c1 (stereo not given)
0	-4	-1	-4	-5	-2	2	0.2	3	-8	O=C(NCc1ccccn1)Nc1cccc(Cl)c1Cl
-1	3	4	1	-2	5	0	-2.7	-4	9	CCc1c(C)nc(N)n2c(SCC(=O)Nc3ccccc3OC)nnc12
-19	11	0	3	1	-2	28*	-0.6	-4	4	CCCCNc1nnc(Cc2ccc(Cl)cc2)c(=O)[nH]1
2	-4	-5	0	2	-8	-4	-1.1	-1	4	COc1ccc(C(=O)N2CC3(CC(c4cccc([N+](=O)[O-])c4)=NO3)C[C@H]2C(=O)NCC(N)=O)cc1 (stereo not given in full)
-4	-4	-1	3	-1	6	10	-0.5	0	-2	COc1ccc(CCNc2c(C)c(C)nc3ncnn23)cc1
-2	37*	6	10	-1	-6	-6	-2.6	0	2	Cc1c(/C=N/NC(=O)c2ccccc2O)c2ccccn2c1C(=O)c1ccc(F)cc1
-1	5	-13	-22	-1	7	-4	-0.1	27*	5	Cc1ccc(NC(=O)C2=NNC(=O)CC2)cc1S(=O)(=O)Nc1ccc(SC(F)F)cc1
-1	-1	-2	·	-2	3	4	·	-1	·	Cc1ccc(-c2cc(C(=O)NN=Cc3c4ccccc4cc4ccccc34)[nH]n2)cc1C

Later entries.
UHRF1 binding	SIAE primary	ABHD4 inh	HTRA1 inh	LEDGF integ inh	Tn7 DDE FP	TDP2 inh	PG9 Ab binder	PRMT1 inh	TCR CD3 inh	SMILES
1	7	0	3	0	4	-13	-0.9	-3	-1	COC(=O)c1ccc(CNC(=O)COC(=O)C2CC3C=CC2C3)cc1 (stereo not given)
0	5	-1	-11	1	0	-7	-0.6	-2	2	CSCCC(NC(=O)c1ccc(Cl)cc1)C(=O)OCC(C)=O (stereo not given)
-1	-4	-4	4	0	-2	4	3.5	0	3	COc1ccc(/C=C2/N=C(SCC(=O)Nc3cc(C)on3)N(c3ccccc3)C2=O)cc1
3	-6	-5	-2	-3	-3	-11	2.4	2	8	CN1CCN(/C=N/c2c(C#N)cnn2C)CC1
-2	6	6	6	0	-2	-2	-1.7	5	-5	Cc1cc([N+](=O)[O-])nn1CC(=O)N(C)C1CCCCC1
-3	-3	-1	-22	-2	1	-4	0.8	-4	9	Cc1nc(CSc2ccc(Cl)cc2)cc(NCc2ccccc2)n1

4 entries from above, bar-delimited.
molecule | UHRF1 binding | SIAE primary | ABHD4 inh | HTRA1 inh | LEDGF integ inh | Tn7 DDE FP | TDP2 inh | PG9 Ab binder | PRMT1 inh | TCR CD3 inh
CSCCC(NC(=O)c1ccc(Cl)cc1)C(=O)OCC(C)=O (stereo not given) | 0 | 5 | -1 | -11 | 1 | 0 | -7 | -0.6 | -2 | 2
COc1ccc(/C=C2/N=C(SCC(=O)Nc3cc(C)on3)N(c3ccccc3)C2=O)cc1 | -1 | -4 | -4 | 4 | 0 | -2 | 4 | 3.5 | 0 | 3
CN1CCN(/C=N/c2c(C#N)cnn2C)CC1 | 3 | -6 | -5 | -2 | -3 | -3 | -11 | 2.4 | 2 | 8
Cc1cc([N+](=O)[O-])nn1CC(=O)N(C)C1CCCCC1 | -2 | 6 | 6 | 6 | 0 | -2 | -2 | -1.7 | 5 | -5
